SRC1 inh: inhibits human SRC1 coactivator; Q15788; HEK293 GAL4-SRC1 luciferase reporter, luminescence; inhibition, % at 3.6 µM; 360,000 compounds, 0.12% hits;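 active = inhibition above the campaign mean plus 3 SD, with each screening campaign given its own cutoff, cut at about 60% in these data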;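 note: 0% = DMSO treated cells and 100% = gossypol at 36 µM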
NR5A2 inv ag: inverse agonists of human LRH-1 (NR5A2); O00482; HEK293T StAR-luciferase reporter, LRH-1 transfected, 24 h; inhibition, % at 3.6 µM; 360,000 compounds, 0.13% hits;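 active = inhibition above the mean inhibition of all tested compounds plus 3 SD, cut at about 73% in these data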;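 note: 0% = DMSO wells and 100% = reporter-only cells lacking LRH-1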
Target sequence (O00482 whole entry, looked up): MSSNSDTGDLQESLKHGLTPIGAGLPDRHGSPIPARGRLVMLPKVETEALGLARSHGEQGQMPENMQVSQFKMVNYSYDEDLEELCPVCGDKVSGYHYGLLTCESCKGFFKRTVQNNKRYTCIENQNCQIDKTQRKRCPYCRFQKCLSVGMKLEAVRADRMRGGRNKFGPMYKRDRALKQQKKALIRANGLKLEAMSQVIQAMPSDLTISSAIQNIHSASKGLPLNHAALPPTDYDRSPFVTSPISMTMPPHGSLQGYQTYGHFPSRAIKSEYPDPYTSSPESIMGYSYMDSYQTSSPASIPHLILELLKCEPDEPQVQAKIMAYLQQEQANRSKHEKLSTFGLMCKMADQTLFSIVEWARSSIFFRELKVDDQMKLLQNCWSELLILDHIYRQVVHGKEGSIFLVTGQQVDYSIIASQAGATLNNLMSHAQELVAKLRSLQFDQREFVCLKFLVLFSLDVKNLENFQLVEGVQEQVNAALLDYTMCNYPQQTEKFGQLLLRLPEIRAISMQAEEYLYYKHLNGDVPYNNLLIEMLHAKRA
NR2F2 inh: inhibitors of human COUP-TFII (NR2F2); P24468; HEK293T NGFI-A luciferase reporter, luminescence; AID 686940; inhibition, % at 8.6 µM; 370,000 compounds, 0.7% hits;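 active = inhibition above a per-plate cutoff, mean inhibition of test wells between control levels plus 3 SD, cut at about 38% in these data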;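 note: cells cotransfected with COUP-TFII expression vector driving the NGFI-A reporter; 0% = median of COUP-TF2 test wells and 100% = reporter-only cells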
Target sequence (P24468 whole entry, looked up): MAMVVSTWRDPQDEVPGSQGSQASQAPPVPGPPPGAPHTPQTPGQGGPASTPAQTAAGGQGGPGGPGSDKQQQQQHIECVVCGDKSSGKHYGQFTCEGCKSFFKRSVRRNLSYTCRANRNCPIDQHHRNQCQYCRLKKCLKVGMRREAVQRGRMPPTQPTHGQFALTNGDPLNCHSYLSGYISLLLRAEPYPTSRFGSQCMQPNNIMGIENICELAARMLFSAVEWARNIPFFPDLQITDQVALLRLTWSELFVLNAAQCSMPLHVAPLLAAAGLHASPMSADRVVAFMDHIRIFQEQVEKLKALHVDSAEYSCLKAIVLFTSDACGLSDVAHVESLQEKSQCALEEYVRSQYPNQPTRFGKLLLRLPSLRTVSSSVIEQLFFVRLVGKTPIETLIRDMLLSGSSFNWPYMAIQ
KKLEB cytotox: reduces viability of KKLEB cystic fibrosis airway cells | KKLEB CF airway cells viability, ATPlite luminescence, overnight; active compounds read low; cells stimulated with P. aeruginosa culture filtrate | activity change (cytotoxicity), % at 5 µM | 360,000 compounds, 0.36% hits;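 active = corrected activity change at or below -50% at 5 µM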
NCOA3 inh: inhibitors of human steroid receptor coactivator 3 (SRC3); Q9Y6Q9; HEK293 GAL4-SRC3 luciferase reporter, luminescence; inhibition, % at 3.6 µM; 360,000 compounds, 0.17% hits; AID 588352;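 active = inhibition above a per-campaign cutoff, the mean of all compounds plus 3 SD, cut at about 60% in these data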;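 note: 0% = DMSO-treated cells and 100% = gossypol-treated cells at 36 µM; higher means less SRC3-driven luciferase light from the GAL4 reporter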
TRAIL sens C8: sensitizes caspase-8 expressing cells to TRAIL; inhibition (viability loss, TRAIL sensitization), % at 10 µM; AID 624354; 360,000 compounds, 1% hits; NB7+C8 cells + TRAIL, ATPlite viability luminescence;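 active = compounds causing at least 50% loss of cell viability in the single-dose screen, relative to plate controls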
EBV LMP1 NFkB: Epstein-Barr LMP1 NF-kappaB reporter inhibition; LMP1-induced NF-kappaB luciferase reporter cells, luminescence; inhibition, % at 12.5 µM; 350,000 compounds, 0.69% hits; AID 504558; in the data active = inhibition above about 41%;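 note: 0% = neutral control wells and 100% = reference inhibitor control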
NCOA2 inhibitor: inhibits human steroid receptor coactivator 2; Q15596; HEK293 GAL4-SRC2 luciferase reporter, luminescence; inhibition, % at 9 µM; 370,000 compounds, 0.17% hits; AID 651957;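 active = inhibition above the mean inhibition of all tested compounds plus 3 SD, set per campaign, cut at about 52% in these data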;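 note: 0% = DMSO treated cells and 100% = cells given Gossypol at 36 µM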
TROY signal inh: blocks TROY-dependent signaling in reporter cells | inhibition, % at 10 µM | Q293 LMP1-TROYcd NF-kB luciferase reporter, 4 h | 360,000 compounds, 0.98% hits;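 active = compounds whose plate-normalised and pattern-corrected inhibition of the luciferase reporter signal at the single screening dose is 50% or more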
TWEAK Fn14 block: inhibitors of TWEAK-Fn14 interaction signaling | 360,000 compounds, 2% hits | inhibition, % at 10 µM | TWEAK-stimulated Fn14 reporter cells, luciferase luminescence, 8 h | AID 1159606; in the data active = inhibition above about 50%
CF NFkB inh: blocks PAF-induced NF-kB reporter in cystic fibrosis cells; KKLEB NF-kB-GFP reporter, GFP fluorescence overnight; inhibition, % at 5 µM; 360,000 compounds, 0.86% hits;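 active = at least 50% inhibition at 5 µM, scaled per plate between neutral and stimulator controls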;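 note: PAF is a Pseudomonas aeruginosa culture filtrate used as stimulus; plate controls were PAF-stimulated DMSO wells for no effect and unstimulated DMSO wells for full effect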
The depositor's hits bear a star; · = not tested or not shown; & = joins results of further samples.

SMILES | SRC1 inh | NR5A2 inv ag | NR2F2 inh | KKLEB cytotox | NCOA3 inh | TRAIL sens C8 | EBV LMP1 NFkB | NCOA2 inhibitor | TROY signal inh | TWEAK Fn14 block | CF NFkB inh
C[C@H](CO)N1C[C@H](C)[C@@H](CN(C)C(=O)Nc2ccc(F)cc2)Oc2ncc(-c3ccc(F)cc3)cc2C1=O | 3 | 18 | -5 | 0 | -3 | 4 | 3 | -7 | 5 | 6 | -12
Cc1nc2ccccc2c(=O)n1NC(=O)c1cccnc1Cl | -21 | 15 | -19 | 9 | -2 | 4 | 2 | -30 | -5 | 12 | 9
COCCNC(=S)N1CCC(C(=O)c2ccc(Cl)cc2)CC1 | -2 | 1 | 17 | -15 | 3 | 20 | 3 | 15 | 8 | 15 | 22
CCN(CC)CCCNC(=O)c1cn(CC)c2cc(N3CCN(C(=O)c4ccco4)CC3)c(F)cc2c1=O | 6 | -6 | -18 | 5 | 11 | -11 | -10 | 1 | 8 | -16 | -13
C=CC[C@@H](CC(=O)N[C@@H](CO)Cc1ccccc1)C(=O)NC[C@@H](OC(=O)[C@@H](CC=C)CC(=O)OC(C)(C)C)c1ccccc1 | -12 | -16 | 5 | 2 | -2 | -1 | -18 | -11 | 1 | -14 | 2
CSc1cccc(NC(=O)C2CCCN2S(=O)(=O)c2ccc3c(c2)CCC(=O)N3)c1 (configuration not stated) | -2 | 1 | -8 | 13 | -10 | -5 | 6 | 18 | 2 | 6 | -14
O=C(NCCc1ccccc1)/C(=C\c1ccc([N+](=O)[O-])cc1)NC(=O)c1ccccc1 | -32 | -4 | 1 | 0 | 9 | -1 | -5 | -1 | -9 | -6 | -8
C[C@@H]1CCCCO[C@@H](CN(C)S(=O)(=O)c2ccc(Cl)cc2)[C@@H](C)CN([C@H](C)CO)C(=O)c2cc(N(C)C)ccc2O1 | -12 | -10 | 14 | -2 | -9 | -13 | -1 | 13 | -7 | 4 | 10
COc1ccc(C)cc1NC(=O)C(OC(=O)c1cnccn1)c1ccccc1 (configuration not stated) | -5 | 14 | 10 | 2 | -11 | 7 | 3 | 7 | -30 | 0 | -11
CCCCCC(=O)O/N=C(\C)c1ccn(S(=O)(=O)c2ccccc2)c1 | 14 | 1 | -20 | 1 | 2 | 27 | 10 | -12 | 2 | 29 | -1
O=C1c2ccccc2C(=O)N1CCCc1nc(-c2ccc(Cl)cc2)no1 | -5 | -8 | 19 | -5 | 1 | -3 | -9 | -20 | 22 | -34 | 9
CCSc1cnc(-c2ccccc2)n1CC | 0 | -19 | -1 | -9 | 19 | -1 | -11 | -23 | -22 | 0 | 6
CC(c1ccccc1)n1cc(C(=O)NCc2cccnc2)nn1 (configuration not stated) | 5 | 9 | 5 | -2 | 3 | 5 | -6 | -3 | 8 | -19 | 0
CC(C)=CC1C(C(=O)Nc2ccc(S(=O)(=O)N3CCOCC3)cc2)C1(C)C (configuration not stated) | 8 | 24 | 16 | -17 | 4 | 4 | -6 | -11 | 4 | -10 | -4
COc1ccc(NC(=O)CSc2nnc(Cc3cccn3C)n2-c2ccc(F)cc2)cc1 | -22 | 2 | 0 | 14 | 3 | 8 | -4 | -10 | 4 | 12 | 8
OCC1(Cc2ccccc2)CCCN(Cc2cn[nH]c2-c2ccccc2)C1 (configuration not stated) | -11 | 5 | -13 | 8 | 9 | -3 | 1 | -1 | -13 | 1 | 3
COc1cc(-c2nccc3cc4c(cc23)OCO4)cc(OC)c1OC | -7 | 20 | -20 | -24 | -12 | 30 | 3 | -2 | 2 | 8 | 19
Cc1cc2ncn(-c3ncnc4sc(C)c(C)c34)c2cc1C | -15 | 5 | 18 | -2 | -7 | -11 | -11 | -5 | -16 | 0 | 6
CCN1CCN(S(=O)(=O)c2cc(OC)c(Cl)cc2OC)CC1 | 19 | 4 | 2 | -1 | 10 | -2 | -9 | -6 | 3 | 7 | 20
CCN1C(=O)c2cccc3c(S(=O)(=O)N(C(C)=O)c4ccc(OC(C)=O)cc4)ccc1c23 | -9 | 18 | -30 | -1 | 6 | 9 | 5 | 6 | 27 | 29 | 1
COc1ccc2[nH]c(C(=O)N(C)c3ccc(F)cc3F)cc2c1 | -7 | 2 | -18 | 7 | 0 | -1 | -9 | 10 | -19 | 4 | -5
CCn1c(=O)n(CC)c2cc(N3CCCC3)c(NC(=O)c3ccc(C)cc3)cc21 | -6 | -19 | 2 | 16 | 7 | 13 | 1 | -9 | 3 | -12 | -11
O=C(c1cccc(Cl)c1)N1CCC(=O)N(C(COCc2cccc(Cl)c2)Cc2ccccc2)CC1 (configuration not stated) | 2 | 10 | 25 | -7 | 27 | 2 | 2 | 14 | 14 | 4 | 11
CCNC(=O)C1CCCN(C(=O)c2ccc3c(c2)OCO3)CC1 (configuration not stated) | 2 | -3 | -8 | 1 | -12 | -8 | · | 1 | -5 | 6 | -17
FC(F)(F)c1cccc(NCc2n[nH]c(=S)n2C2CCCCC2)c1 | 1 | 2 | 3 | -2 | 1 | -2 | 4 | 5 | 2 | -18 | 15

Copied from the list:
Cc1nc2ccccc2c(=O)n1NC(=O)c1cccnc1Cl | TWEAK Fn14 block = 12
CCN1C(=O)c2cccc3c(S(=O)(=O)N(C(C)=O)c4ccc(OC(C)=O)cc4)ccc1c23 | TROY signal inh = 27

New compounds follow:
SMILES | SRC1 inh | NR5A2 inv ag | NR2F2 inh | KKLEB cytotox | NCOA3 inh | TRAIL sens C8 | EBV LMP1 NFkB | NCOA2 inhibitor | TROY signal inh | TWEAK Fn14 block | CF NFkB inh
CN(CC(=O)Nc1sccc1C(N)=O)S(=O)(=O)c1ccc(Cl)cc1 | 0 | -13 | -16 | 13 | 1 | 7 | -6 | 20 | 1 | -5 | -5
COc1ccc(OC)c(NC(=O)CCN2CC(C)OC(C)C2)c1 (configuration not stated) | -2 | -6 | 7 | 0 | 12 | -5 | 1 | 9 | 5 | -7 | 5
CCCCn1c(N)c(N(CCOC)C(=O)c2cc(S(=O)(=O)N3CCOCC3)ccc2F)c(=O)[nH]c1=O | -19 | -1 | -14 | 16 | 12 | -7 | -1 | -14 | 22 | 7 | -8
COc1ccc(N2CCN(C(=O)c3ccc(CNS(=O)(=O)c4ccc(C)cc4)cc3)CC2)cc1 | 4 | -14 | 10 | -12 | 4 | 8 | 19 | 14 | 7 | 28 | 9
Cc1ccc(C2NC(=O)Cc3ccccc32)cc1 (configuration not stated) | 5 | -13 | -1 | 2 | -4 | -16 | -6 | -14 | 7 | 12 | -12
CC(=O)N1CCN(C(=S)NCCc2ccccc2)CC1 | -1 | -5 | 16 | 2 | -13 | -2 | 5 | 10 | 8 | 1 | -7
CN1CCN(S(=O)(=O)c2ccc(N3CCN(c4ccccc4Cl)CC3)nc2)CC1 | -7 | 10 | -10 | -14 | 11 | 18 | -2 | -1 | 2 | 8 | 1
Cc1ccc(C(=O)Nc2nccs2)s1 | -25 | -37 | -37 | -3 | -63 | 8 | -20 | -69 | -44 | -1 | -16
COc1ccc(C(=O)OCC(=O)Nc2c(C)n(C)n(-c3ccccc3)c2=O)cc1OC | 3 | 7 | 31 | 14 | -6 | -7 | -1 | -1 | 7 | 10 | -3
CC(C)n1ncc2c(C(=O)Nc3cccc(S(=O)(=O)N(C)C)c3)cc(C3CC3)nc21 | 5 | 27 | 23 | 13 | 22 | 9 | -2 | 10 | -8 | 1 | 10
O=C(CSc1ncccn1)N1CCN(C(=O)CSc2ncccn2)CC1 | -9 | 4 | 6 | -2 | 12 | -2 | 0 | -35 | 4 | 14 | 0
Cc1ccnc(NC(=O)CCC(=O)N(CC(=O)NCc2ccc(F)cc2)c2ccc(F)cc2)c1 | 5 | 9 | 1 | -6 | -16 | -11 | 0 | -4 | -30 | 1 | -20
Cc1ccc(-c2nnc(-c3cccnc3)o2)cc1 | -65 | -84 | -21 | 9 | -82 | 8 | -11 | -92 | -13 | -3 | -22
CN1C(=O)CC(NNC(=O)c2ccccc2)C1=O (configuration not stated) | -26 | -1 | 12 | -1 | 25 | 19 | 1 | 5 | 13 | -17 | -2
COc1ccc(S(=O)(=O)N(C)c2ccc(C(=O)NC3CC3)cc2)cc1 | 0 | -4 | -5 | 20 | 22 | -4 | -4 | -11 | 0 | 2 | -12
CCCC(=O)c1ccc(N2CCCCCC2)c(F)c1 | -37 | -11 | 3 | -5 | -32 | 6 | -31 | -59 | -53 | -14 | 8
COc1ccc(C(=O)OCC(O)COC(=O)c2ccc(OC)cc2)cc1 | 4 | 6 | 7 | 2 | 13 | 3 | · | -4 | -6 | -13 | 8
CCOc1ccccc1C1CC(c2cccc(NS(C)(=O)=O)c2)=NN1C(=O)c1ccccc1 (configuration not stated) | -4 | 18 | 11 | 10 | 2 | -4 | 0 | 17 | -10 | -10 | 8
CCOC(=O)N1CCN(CC(O)COc2c(C)cc(C)cc2C)CC1 (configuration not stated) | 9 | 15 | 22 | -1 | -40 | 12 | -2 | 15 | 16 | -17 | -10
C=CCS/C(N)=N\N=C\c1cc(Br)cc([N+](=O)[O-])c1O | -22 | -32 | 1 | -5 | -7 | -7 | 3 | -13 | -17 | -12 | -2
CC(C)c1ccc(NC(=O)[C@@H](C)NC(=O)[C@@H]2Cc3ccccc3CN2)cc1 | 2 | -3 | 2 | 4 | -13 | -9 | 1 | -16 | -29 | -4 | -4
COc1ccc(CN2CCN(C(=O)C3CC(=O)N(C4CCCCCC4)C3)CC2)c(OC)c1OC (configuration not stated) | -12 | 20 | 25 | 6 | 7 | -1 | 16 | 24 | 0 | 26 | -4
COc1cccc(/C=N\NC(=O)c2ccc(C)nc2)c1 | -34 | -11 | 4 | -2 | -25 | 10 | 86* | -20 | -19 | -7 | 3
CCn1c(SCC(=O)Nc2nonc2C)nnc1-c1ccoc1C | -1 | -4 | 5 | -3 | -37 | 3 | -12 | -9 | 19 | -8 | -10
Cc1[nH]c2ccc(-c3nnc(SCC(=O)N4CCCc5ccccc54)o3)cc2c1C | 11 | -11 | -15 | -27 | 3 | -11 | 0 | -15 | 15 | -24 | 30
SMILES | SRC1 inh | NR5A2 inv ag | NR2F2 inh | KKLEB cytotox | NCOA3 inh | TRAIL sens C8 | EBV LMP1 NFkB | NCOA2 inhibitor | TROY signal inh | TWEAK Fn14 block | CF NFkB inh
CC1CC(C)CN(C(=O)C2CCN(S(=O)(=O)N3CCC4(CC3)OCCO4)CC2)C1 (configuration not stated) | 4 | -16 | -1 | 3 | -4 | -12 | 2 | 0 | -9 | -4 | 3
CCOc1ccccc1C(=O)NCCc1cnc[nH]1 | -2 | -5 | 22 | 16 | -15 | 9 | -3 | 8 | -30 | -7 | -12
CCc1nc2ccc(C(=O)NCCN3CCNC3=O)cn2c1N(CC)CCOC | 0 | -12 | -7 | -7 | 0 | -13 | · | -7 | -10 | -15 | 14
Cc1cc(C)c(-n2nnnc2SC(C)C)c(C)c1 | -9 | 17 | 3 | 4 | 6 | 0 | -9 | 6 | 1 | 26 | -1
COc1ccc(C[C@H]2c3cc(O)c(OC)cc3CC[N+]2(C)[O-])cc1O (some centres not stated) | -20 | 18 | -9 | -3 | 6 | -13 | -4 | -15 | 4 | -20 | 3
COc1ccc(CCNC(=S)NCCc2ccc(OC)c(OC)c2)cc1OC | 3&-1 | 0&0 | 2&4 | -10&6 | -8&8 | -6&0 | 7&-1 | -16&-2 | 0&8 | 5&7 | 33&4

Screening results from PubChem BioAssay.
